# Assay outcomes (PubChem)
# DT40 TDP1 no CPT: qHTS for Inhibitors of human tyrosyl-DNA phosphodiesterase 1 (TDP1): qHTS in cells in absence of CPT; DT40 Tdp1-/- hTDP1 cells, no CPT, ATP luminescence, 48 h; Potency, µM (doses to about 46.2 µM), inactives show at the top dose activity change, negative = growth inhibition, usual class: inhibitors; 420,000 compounds, 15% hits; AID 686978, 2013; note: nearly all actives have a fitted effect of over 55% in size
#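 Camptothecin absent (DMSO only). Human TDP1-complemented DT40 knockout cells, 400 cells/well, 37 °C for minimum 48 hr; ATP measured via CellTiter-Glo, 30 min dark incubation, luminescence.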
# TDP1 block: TDP1 (human) enzyme inhibition; 350,000 compounds, 0.28% hits; recombinant TDP1, AlphaScreen DNA substrate cleavage; AID 485290; Potency, µM (top dose mostly 130 µM), for inactives: at the top dose activity change, negative = inhibition, most hits filed as inhibitors; Q9NUW8; note: nearly all actives have a fitted effect of over 40% in size
# Target sequence (Q9NUW8 whole entry, looked up): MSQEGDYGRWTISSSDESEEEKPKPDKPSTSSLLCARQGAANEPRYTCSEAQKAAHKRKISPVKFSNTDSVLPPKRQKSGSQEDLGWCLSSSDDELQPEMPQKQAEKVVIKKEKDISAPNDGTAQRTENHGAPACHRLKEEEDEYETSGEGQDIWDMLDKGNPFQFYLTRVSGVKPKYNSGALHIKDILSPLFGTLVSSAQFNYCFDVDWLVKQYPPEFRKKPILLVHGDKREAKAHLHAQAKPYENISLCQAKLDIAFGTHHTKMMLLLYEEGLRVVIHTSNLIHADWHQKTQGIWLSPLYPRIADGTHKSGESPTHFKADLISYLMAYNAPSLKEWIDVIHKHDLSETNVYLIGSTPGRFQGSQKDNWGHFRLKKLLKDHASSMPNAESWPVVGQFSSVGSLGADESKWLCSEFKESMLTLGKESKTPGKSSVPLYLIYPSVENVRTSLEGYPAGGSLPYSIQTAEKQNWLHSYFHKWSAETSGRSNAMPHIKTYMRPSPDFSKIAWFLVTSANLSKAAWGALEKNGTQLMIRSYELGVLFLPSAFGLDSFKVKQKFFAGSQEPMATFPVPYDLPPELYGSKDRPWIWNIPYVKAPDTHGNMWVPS
#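 Here, a 5' biotin and 3' phosphotyrosine-FITC DNA oligonucleotide reports Tdp1 activity: intact substrate bridges AlphaScreen beads, while cleavage leaves a 3' phosphate and drops signal. All incubations at room temperature.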
# DT40 TDP1 CPT: DT40-hTDP1 cell growth loss with CPT; chicken DT40 Tdp1-/-;hTDP1 cells + 20 nM CPT, ATP luminescence, 48 h; Potency, µM (series often up to 46.2 µM), for inactives: at the highest dose activity change, negative = growth inhibition, actives largely listed as inhibitors; 420,000 compounds, 12% hits; note: nearly all actives have a fitted effect of over 55% in size
#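 Chicken DT40 Tdp1-/- cells complemented with human TDP1, 400 cells/well, exposed to compounds plus 20 nM camptothecin for at least 48 h at 37 C; viability read as ATP content by CellTiter-Glo luminescence.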
# The depositor's hits bear a star; ? = inconclusive; . = no result given; [ ] = remark or other dose. Calls come from the whole dose curve; as a rule, active = well fitted curve in the direction sought with a large enough effect; inconclusive = small, poorly fitted or top-dose-only effect, or another doubt; inactive = no such curve, though single readings can be large; an effect the other way counts as inactive or inconclusive. % is set by controls: 0 for no effect and ±100 for the full control effect; potency is the fitted concentration of half-maximal effect. Compounds as they come. About 18% of those tested had a hit in this group.
SMILES,DT40 TDP1 no CPT,TDP1 block,DT40 TDP1 CPT
CC(C)C(=O)NNC(=O)CSc1nc(C2CCCCC2)nc2ccccc12,-17.6%,2.6%,11.8%
CCOC(=O)C1CCN(c2ncnc3c2nc2n3CCCCC2)CC1,-5.3%,3.7%,-5.8%
COc1ccc(-c2nc(SCC(=O)N3CCC(C)CC3)n[nH]2)cc1,-18.6%,2.7%,?
O=C(CN1CCN(Cc2ccccc2)CC1)Nc1ccc(Br)cc1,20.6µM*,.,?
COC(=O)c1scc(-c2ccc(C)cc2)c1S(=O)(=O)N1CCN(c2cccc(OC)c2)CC1,5.8µM*,8.4%,9.2µM*
CN1C2=CC=CC=CC2=[N+](C)C12C=CC(=[N+]([O-])[O-])C=C2[N+](=O)[O-] (centres undefined),?,-1.2%,?
COc1ccc2c(c1)NC(=O)CC(c1ccccc1)=N2,?,6.0%,-26.9%
CC1CCCCC1NC(=O)CN(C)S(=O)(=O)c1cccc2nsnc12 (centres undefined),-27.0%,2.1%,-26.3%
CN(Cc1ccccc1)C(=O)COC(=O)c1ccc(Cl)c(N)c1,-4.6%,-0.6%,11.3%
O=C(NC(=S)Nc1ccc(N2CCOCC2)c(Cl)c1)c1sc2ccccc2c1Cl,17.0%,0.0%,-23.7%
O=c1oc2ccccc2c(Nc2cccc(O)c2)c1[N+](=O)[O-],?,2.3%,?
COCCn1c(N)c(N(Cc2ccccc2)C(=O)Cc2ccccc2F)c(=O)[nH]c1=O,-4.1%,-2.6%,-19.1%
COc1ccc(-n2c(SCC(=O)NCc3ccc(C)cc3)nc3n[nH]c(C)c3c2=N)cc1,4.11µM*,5.7%,6.51µM*
COc1ccc(-c2nc(N3CCCC3)[nH]c(=O)c2C#N)cc1,-18.3%,2.5%,1.1%
CCCCN(CC)C(=O)CN(C)S(=O)(=O)c1cccc2nsnc12,?,4.8%,-7.2%
CCC(C)NC(=O)C(=O)NCc1ccncc1 (centres undefined),-33.8%,0.0%,-11.3%
ONC=Nc1cccc2nonc12,-6.7%,1.0%,8.0%
O=C(O)c1ccc(Cl)c(S(=O)(=O)N(Cc2ccccc2)c2ccccc2Cl)c1,-20.6%,.,?
COc1ccccc1-c1noc(-c2cc(OC)c(OC)c(OC)c2)n1,23.1µM*,-2.8%[56.1 µM],?
O=C(CNCCC1=CCCCC1)Nc1ccc(N2CCCCCC2)cc1,20.6µM*,9.2%,20.6µM*
COc1ccc(-c2nc(S(=O)(=O)c3ccccc3)c(N3CCCCC3)o2)cc1,18.4µM*,.,23.1µM*
CC(C)(C)CC(=O)N1CCC(c2nc3c(nnn3Cc3c(F)cccc3Cl)c(=O)[nH]2)CC1,?,2.9%,16.4µM*
COc1cc(/C=C2\C(=N)N3N=C(S(C)(=O)=O)SC3=NC2=O)ccc1OCCOc1ccccc1C,?,.,4.4%
Cc1cc(F)ccc1NC(=O)C1CCCN(c2nnc(-n3c(C)ccc3C)s2)C1 (centres undefined),16.4µM*,2.5%,20.6µM*
COc1ccc(CCNC(=O)c2c(C)nc3ccccn23)cc1,?,0.0%,?
Cc1cc(C(=O)OCC(=O)NCCc2ccccc2)c(C)o1,-28.6%,0.0%,?
COc1ccc2nc(NC(=O)c3sc4nc(C)cc(C)c4c3N)sc2c1,?,.,-4.8%
COc1ccccc1Nc1cc(C(=O)NCCCN(C)c2ccccc2)c2ccccc2n1,?,0.9%,?
Cc1ccc(C(=O)N2CCN(c3ccc(C(F)(F)F)cn3)CC2)o1,?,4.7%,?
CCc1ccc(-n2nc3ccc(NC(=O)c4cc5ccccc5o4)cc3n2)cc1,4.61µM*,.,?
CCCCC1(C(=O)OCC)CC(CN2CCOCC2)OC1=O (centres undefined),22.8%,1.0%,6.5%
COc1ccc(C(=O)Sc2ccc(Cl)cc2)cc1OC,11.6µM*,1.0%,8.2µM*
COC(=O)CC1=NN(c2ccccc2)C(=O)/C1=C\c1ccc(OC)cc1,?,0.0%,20.6µM*
Cc1cccc(-n2ccnc2SCC(=O)O)c1C,-13.9%,2.6%,5.1%
Cc1cccn2c(=O)nc(SCC(=O)Nc3ccc4c(c3)OCCO4)nc12,-4.6%,-3.9%,-23.9%
Cc1csc(CN(C)C(=O)CC2C(=O)NCCN2Cc2ccc(-c3ccccc3)cc2)n1 (centres undefined),?,0.0%,?
O=C(O)c1cc(N2CCOCC2)nc2ccccc12,-1.6%,.,12.1%
Cc1ccc(C(CNS(=O)(=O)c2cc(F)ccc2F)N2CCN(C)CC2)cc1 (centres undefined),?,.,?
CC(=O)NCCNc1ncnc2ccc(-c3ccc4c(c3)OCO4)cc12,?,.,16.4µM*
COc1ccc(CCNc2ncnc3c2c(-c2ccccc2)cn3-c2ccc(F)cc2)cc1OC,14.6µM*,5.2%,14.6µM*
O=c1[nH]c(C2CCCN(S(=O)(=O)Cc3ccccc3)C2)nc2c1nnn2Cc1cccc(Cl)c1 (centres undefined),?,.,-4.0%
CCn1c(COc2cccc3cccnc23)nnc1SC(F)F,-11.5%,-6.2%,9.1%
CCCCNc1c(-c2ccc(SC3CCCCC3)c(OC)c2)nc2ccc(Cl)cn12,16.4µM*,.,?
C[C@@H]1CN([C@H](C)CO)C(=O)c2cc(Br)cnc2O[C@@H]1CN(C)C(=O)Nc1ccccc1,-12.0%,.,-6.7%
COc1ccc(S(=O)(=O)N2c3ccccc3OCC2C)cc1 (centres undefined),0.82µM*,2.9%,0.581µM*

# (list continues)
structure,DT40 TDP1 no CPT,TDP1 block,DT40 TDP1 CPT
Cc1cc(Nc2ccccc2F)n2nc(-c3ccccc3)nc2n1,?,4.7%,?
COc1ccc(CNC(=O)c2ccc(CNc3c(NC4CCCCC4)c(=O)c3=O)cc2)cc1,3.4%,0.0%,1.9%
COc1cc2c(cc1OC)CN(C(=O)C1CCCN(C(=O)c3ccc(Cl)cc3)C1)CC2 (centres undefined),?,4.5%,?
COc1cc2[nH]c(=O)n(Cc3ccc(C(=O)NCc4ccccc4)cc3)c(=O)c2cc1OC,?,8.8%,18.4µM*
CCOC(=O)C1(C)NC(c2ccc(N(C)C)cc2)C2C(=O)N(CC)C(=O)C21 (centres undefined),-8.0%,4.2%,-5.1%
CSc1nc(SCc2ccccc2)[nH]c(=O)n1,?,.,-18.7%
COc1ccccc1N1CCN(c2ncnc3onc(C)c23)CC1,14.6µM*,3.8%,?
Cc1csc(SCCn2c(N3CCN(c4ccccc4)CC3)nc3c2c(=O)[nH]c(=O)n3C)n1,25.9µM*,-4.2%,16.4µM*
Cc1nc2cnc(N3CCNCC3)nc2n(CCC#N)c1=O,8.7%,.,1.2%
CC(C)C[C@H]1CN(CCCC[C@@H]2CNC(=O)C(=O)N2CCc2ccccc2)C(=O)C(=O)N1CCc1ccc(O)cc1,-7.3%,.,-0.3%
Cc1nc2ccc(S(=O)(=O)Nc3cccc(-c4nc5cccnc5s4)c3C)cc2s1,25.9µM*,2.6%,?
O=C(Nc1cccc(S(=O)(=O)N2CCOCC2)c1)c1cnn2c(C(F)F)cc(-c3ccccc3)nc12,?,6.2%,?

# Brought forward from above: two entries; new compounds follow.
structure,DT40 TDP1 no CPT,TDP1 block,DT40 TDP1 CPT
Cc1nc2ccc(S(=O)(=O)Nc3cccc(-c4nc5cccnc5s4)c3C)cc2s1,25.9µM*,2.6%,?
O=C(Nc1cccc(S(=O)(=O)N2CCOCC2)c1)c1cnn2c(C(F)F)cc(-c3ccccc3)nc12,?,6.2%,?
CS(=O)(=O)N(CC(=O)NC1CC2CCC1C2)c1cccc(C(F)(F)F)c1 (centres undefined),-21.4%,-5.5%,2.3%
Nc1cccnc1S(=O)(=O)c1cccc(C(F)(F)F)c1,?,.,?
COC(=O)c1ccc(CSCc2ccc(C(=O)OC)o2)o1,-15.0%,.,4.6%
COc1c(C)cc(C(=O)C2CCCN(C(=O)c3snnc3C)C2)cc1C (centres undefined),-17.4%,.,18.4%
CC1=C(C(=O)N(C)C)CC(CC(=O)NC(c2ccccc2)c2ccccc2)C(=O)N1Cc1ccc(C(C)(C)C)cc1 (centres undefined),23.1µM*,.,?
CCOc1cc(OCC)cc(C(=O)N2CCC[C@H]2C(=O)N2CCC[C@H]2C(=O)NCc2cccc(OC)c2)c1,?,.,-26.0%
COc1ccc(CC(=O)NNc2ncnc3c2cnn3-c2ccc(C)cc2)cc1OC,-20.3%,-3.2%,-2.7%
COc1ccc(OC)c(C(=O)COC(=O)COc2ccccc2F)c1,-5.5%,-8.5%,?
CCOC(=O)c1c(NC(=O)CN2CCN(c3ccc(Cl)cc3)CC2)sc(C)c1C,?,5.1%,?
Cc1noc2ncnc(N3CCCC(C(=O)NCCC(C)C)C3)c12 (centres undefined),7.31µM*,-3.2%,8.2µM*
CCOC1=C/C(=C/c2c(N)n3nc(CC(=O)N4CCCC4)sc3nc2=O)C=CC1=O,4.7%,2.7%,-1.0%
O=C(C1CCC(Cn2c(=S)[nH]c3ccccc3c2=O)CC1)N1CCN(c2ccccc2)CC1 (centres undefined),?,.,?
Cc1cccc(NC(=O)CSCC(=O)Nc2cc(Cl)ccc2N2CCOCC2)c1,?,.,?
CSc1nc(N)c2cn[nH]c2n1,-3.6%,.,2.2%
Cc1ccc(S(=O)(=O)Nc2cccnc2)cc1C,2.9%,4.5%,6.6%
CN(C)S(=O)(=O)c1ccc(/C(O)=C2/C(=O)C(=O)N(Cc3cccnc3)C2c2ccco2)cc1 (centres undefined),-13.8%,-11.2%,-19.2%
COc1ccc(-n2c(=O)c(-c3ccc(F)cc3)nc3cnc(N4CCNCC4)nc32)cc1,?,.,?
Clc1ccc(-c2nc3ncccn3c2Nc2ccc3c(c2)OCO3)cc1,?,11.9%,-17.3%
CCN(CC)C(=O)CC(c1ccc(N(C)C)cc1)c1c(OC)cc(OC)c2ccc(=O)oc12 (centres undefined),-24.2%,3.2%,?
CSc1ccccc1NC(=O)COC(=O)Cc1cccs1,-2.8%,0.0%,3.4%
CC1=C(OC(=O)c2ccc(Br)cc2)C(C)(C)C(c2ccccc2)OC1=O (centres undefined),-13.5%,3.9%,13.1%
CN(C(=O)c1ccc(NC(=O)Cc2ccc(NC(=O)C3CCN(C(=O)c4ccccc4)CC3)cc2)cc1)C1CCCC1,?,.,?
Cc1ccc(N2CCN(S(=O)(=O)c3cccs3)CC2C)cc1 (centres undefined),-14.6%,4.4%[56.1 µM],-6.3%
Cc1ccc(N=Nc2c(N)nn3c(N)c(C#N)c(C)nc23)cc1,?,3.0%,?

# Single records, from the list above.
# CC(=O)NCCNc1ncnc2ccc(-c3ccc4c(c3)OCO4)cc12 in the list: DT40 TDP1 no CPT = ?; TDP1 block = .; DT40 TDP1 CPT = 16.4µM*
# O=C(O)c1ccc(Cl)c(S(=O)(=O)N(Cc2ccccc2)c2ccccc2Cl)c1 in the list: DT40 TDP1 no CPT = -20.6%; TDP1 block = .; DT40 TDP1 CPT = ?
# Cc1ccc(C(CNS(=O)(=O)c2cc(F)ccc2F)N2CCN(C)CC2)cc1 (centres undefined) in the list: DT40 TDP1 no CPT = ?; TDP1 block = .; DT40 TDP1 CPT = ?

# Further structures follow.
structure,DT40 TDP1 no CPT,TDP1 block,DT40 TDP1 CPT
COc1ccc2oc(C(=O)OCC(=O)N3CCN(C(C)=O)CC3)c(C)c2c1,5.6%,-12.9%,8.5%
COc1cccc(C2C3(C#N)C(N)=NC(OC)(OC)C23C#N)c1 (centres undefined),-21.6%,1.0%,-17.2%
CC1CCN(S(=O)(=O)c2ccc3c(c2)CCC(=O)N3CC(=O)Nc2cccc(C#N)c2)CC1,?,?,?
C(=C\c1c[nH]c2ccccc12)/c1ccnc2ccccc12,20µM*,.,?
COc1ccc(N(CC(=O)N2CCN(c3cccc(C)c3)C(C)C2)S(=O)(=O)c2c(C)n[nH]c2C)cc1 (centres undefined),?,5.3%,?
COC(=O)c1ccc(C(=O)Nc2ccc(C(C)C)cc2N)cc1,-22.2%,-7.7%,3.6%
Brc1cccc(-c2nnn3c2nc(NC2CCCCC2)c2ccccc23)c1,-26.7%,3.8%,0.8%
Cc1ccc(NC(=O)C(c2ccc(Cl)cc2)N2CCCCC2)cc1 (centres undefined),13µM*,3.9%,14.6µM*
Cc1c(C(=O)N(C)C)sc2c1c(=O)n(-c1ccc(F)cc1)c(=O)n2Cc1cc(=O)n2ccccc2n1,-1.6%,6.4%,3.9%
